# HT1080 IDH1KD tx – HT-1080 IDH1 knockdown cell toxicity (counter line) | AID 686971 | HT-1080 IDH1 knockdown viability, ATP luminescence, 48 h | 2% of 360,000 active | Potency, µM (doses to about 46.1 µM), inactives show at the top dose activity, negative = toxicity, usual class: cytotoxic;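 note: potency is the fitted concentration of half-maximal effect; 0% = DMSO wells and -100% = cell-free medium wells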
#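 Assay cells: HT-1080 with IDH1 knockdown, 750 per well, RPMI/5% FBS. Exposure: 48 h at 37 °C following 2 h pre-incubation. Read: CellTiter-Glo luminescence; fitted concentration-response, curve class assigned.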
# KB-V1 MDR tox – kills drug-selected multidrug resistant KB-V1 cells. KB-V1 MDR cells viability, CellTiter-Glo, 72 h. Potency, µM (doses to about 46.1 µM), for inactives: at the highest dose activity change, negative = cytotoxicity, hits mostly cytotoxic. 3.4% of 400,000 active. AID 1347076; note: potency is the fitted concentration of half-maximal effect; % is set by controls: 0 for no effect and ±100 for the full control effect; nearly all actives have a fitted effect of over 60% in size
#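 Drug-selected KB-V1 cells, grown in DMEM lacking phenol red with 10% FBS, receive compound titrations; after three days at 37 degrees C, surviving cell ATP is quantified by CellTiter-Glo luminescence and responses normalized and curve-fitted.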
# S2 tox – reduces viability in counter-screen for ATXN expression inhibitors | 0.49% of 400,000 active | Potency, µM (doses to about 56.7 µM), actives largely listed as cytotoxic | S2 cells (HEK-293 line with an ATXN2-luciferase reporter) viability, CellTiter-Fluor protease fluorescence, 24 h; note: potency is the fitted concentration of half-maximal effect; nearly all actives have a fitted effect of over 40% in size
# HT1080-NT tox – kills 2HG-producing HT-1080-NT fibrosarcoma cells | HT-1080-NT fibrosarcoma viability, CellTiter-Glo ATP luminescence, 48 h | Potency, µM (titrated, usually from 46.1 µM), without a hit: top-dose activity, negative = less viability, actives largely listed as cytotoxic | 1.6% of 360,000 active | AID 686970;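 note: NT is the 2HG producing partner of a matched IDH1 knockdown line; potency is the fitted concentration of half-maximal effect; 0% = DMSO-treated cells and -100% = media-only wells without cells; nearly all actives have a fitted effect of over 55% in size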
#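 Viability of the 2HG-overproducing fibrosarcoma line after 48 hours of compound exposure at 37 degrees C was determined by luminescence with CellTiter-Glo, and concentration-effect curves were then fitted and categorized.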
# SW480 rereplic – inducers of DNA re-replication in SW480 colon cancer cells; Potency, µM (doses to about 46.1 µM), for inactives: at the top dose re-replication activation, usual class: activators; AID 624297; 1.8% of 340,000 active; SW480 DNA re-replication, Hoechst DNA content imaging, 48 h; note: potency is the fitted concentration of half-maximal effect; % of control where 0% means no effect; nearly all actives have a fitted effect of over 55% in size
#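 Quantitative HTS format with DMSO vehicle controls; 48 hr drug incubation at 37 C, then 40 min Hoechst staining and scanning imager measurement at 405 nm excitation.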
# MCF10A rereplic – induces DNA re-replication in MCF 10a normal breast cells; Potency, µM (highest dose often 46.1 µM), inactives show top-dose activity, positive = re-replication, hits mostly activators; 2.9% of 350,000 active; AID 624296; MCF 10A DNA re-replication, Hoechst nuclear intensity, 48 h; note: potency is the fitted concentration of half-maximal effect; % of control where 0% means no effect; nearly all actives have a fitted effect of over 50% in size
# KB-3-1 cytotox – KB-3-1 parental cell cytotoxicity; KB-3-1 viability, CellTiter-Glo ATP luminescence, 72 h; 1.4% of 400,000 active; Potency, µM (series often up to 46.1 µM), without a hit: at the top dose activity change, negative = cytotoxic, actives largely listed as cytotoxic; note: potency is the fitted concentration of half-maximal effect; % is set by controls: 0 for no effect and ±100 for the full control effect; nearly all actives have a fitted effect of over 60% in size
#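 Luminescent ATP read-out (CellTiter-Glo) measures survival of drug-naive KB-3-1 cells after 72 h compound exposure at 37 °C. Titration series was screened from lowest to highest concentration, with DMSO vehicle plates as background controls.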
# IL1B secr inh – inflammasome signaling inhibition, IL-1 beta readout; 4.7% of 360,000 active; AID 743279; THP-1 LPS/ATP IL-1B secretion, AlphaLISA, 16 h; active compounds read low; activity change, % at 57.5 µM; in the data active = activity change below about -50%; inconclusive = mostly about -30% to -49%; note: % is set by controls: 0 for no effect and ±100 for the full control effect
#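 THP-1 cells pretreated 1 hr with compounds (up to 57.5 uM final), then stimulated with LPS (250 ng/mL final) plus ATP (1.25 mM final); secreted IL-1B measured by AlphaLISA after 16 hr, decreased signal indicating inhibition.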
# ATXN2 expr inh – ATXN2 expression inhibition | HEK-293 ATXN2-luciferase reporter, luminescence, 24 h | Potency, µM (top dose mostly 57 µM), for the others: at the highest dose activity change, negative = inhibition, most hits filed as inhibitors | 0.72% of 360,000 active | AID 1745845; note: potency is the fitted concentration of half-maximal effect; % is set by controls: 0 for no effect and ±100 for the full control effect; nearly all actives have a fitted effect of over 55% in size
#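 ATXN2-luciferase reporter cells (luciferase flanked by upstream and downstream ATXN2 gene portions) were treated 24 h at 37 °C with compounds at up to 57 uM. SteadyGlo luminescence gave expression; GF-AFC fluorescence gave viability.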
# Starred values were filed as active, the others as inactive; i = inactive; ? = inconclusive; . = no result given; [ ] = another dose, or the depositor's remark. Unless noted, calls come from the whole dose curve; as a rule, active = well fitted curve in the direction sought with a large enough effect; inconclusive = small, poorly fitted or top-dose-only effect, or another doubt; inactive = no such curve, though single readings can be large; an effect the other way counts as inactive or inconclusive.
1) CN(Cc1ccccc1)C(=O)CSc1nc2ccccc2c(=O)n1Cc1ccco1
2) COc1cc(C)c(Cl)cc1S(=O)(=O)n1ccnc1
3) CCC(C)c1ccccc1N1CC(C(=O)Nc2ccc(N3CCOCC3)cc2)CC1=O (stereo unspecified)
4) O=C(COC(=O)c1ccc(F)cc1Cl)Nc1cccc(S(=O)(=O)N2CCOCC2)c1
5) Cc1ccc2occ(/C=N/NC(=O)c3ccncc3)c(=O)c2c1
assay / entry	1	2	3	4	5
MCF10A rereplic	?	-20.2%	3.4%	0.7%	2.9%
HT1080 IDH1KD tx	?	0.3%	15.6%	0.1%	1.2%
KB-V1 MDR tox	0.0%	1.9%	3.8%	8.1%	-5.5%
KB-3-1 cytotox	-20.5%	11.1%	10.2%	-22.8%	10.3%
ATXN2 expr inh	55.3%[activator]	-0.2%	4.2%	-9.8%	2.8%
S2 tox	i	i	i	i	i
IL1B secr inh	-71.0*	21.2	-9.1	1.9	-23.2
HT1080-NT tox	?	-6.8%	-2.4%	2.4%	-4.7%
SW480 rereplic	-6.0%	-17.6%	-0.5%	-5.9%	?

# Entries of single compounds as entered above:
# Results for CCC(C)c1ccccc1N1CC(C(=O)Nc2ccc(N3CCOCC3)cc2)CC1=O (stereo unspecified) = MCF10A rereplic: 3.4%; HT1080 IDH1KD tx: 15.6%; KB-V1 MDR tox: 3.8%; KB-3-1 cytotox: 10.2%; ATXN2 expr inh: 4.2%; S2 tox: i; IL1B secr inh: -9.1; HT1080-NT tox: -2.4%; SW480 rereplic: -0.5%
# Results for O=C(COC(=O)c1ccc(F)cc1Cl)Nc1cccc(S(=O)(=O)N2CCOCC2)c1 = MCF10A rereplic: 0.7%; HT1080 IDH1KD tx: 0.1%; KB-V1 MDR tox: 8.1%; KB-3-1 cytotox: -22.8%; ATXN2 expr inh: -9.8%; S2 tox: i; IL1B secr inh: 1.9; HT1080-NT tox: 2.4%; SW480 rereplic: -5.9%

# Following part:
6) COc1ccc(C)cc1-n1nnnc1SCC(=O)NNC(=O)c1ccc([N+](=O)[O-])cc1
7) COc1ccc2ccccc2c1CNC(C)CCc1ccccc1 (stereo unspecified)
8) Cc1ccccc1C(=O)N1CCC(C(=O)Nc2ccc3c(c2)OCCO3)CC1
9) CC(=O)N1CCC(N(Cc2ccc(C)o2)C(=O)Nc2cccc(C(F)(F)F)c2)CC1
10) COCCCn1c(C(=O)Nc2ccc3c(c2)OCO3)cc2c(=O)n3cccc(C)c3nc21
assay / entry	6	7	8	9	10
MCF10A rereplic	-4.6%	?	-42.0%[inhibitor]	.	.
HT1080 IDH1KD tx	3.2%	18.4µM*	0.4%	.	14.1%
KB-V1 MDR tox	-1.9%	-5.3%	-1.5%	?	3.6%
KB-3-1 cytotox	-3.7%	-18.3%	8.0%	0.0%	1.4%
ATXN2 expr inh	-11.1%[11.3 µM]	-38.5%	-7.5%	-24.1%	.
S2 tox	i	?	i	?	i
IL1B secr inh	17.0	.	-9.2	.	-3.3
HT1080-NT tox	3.8%	?	-5.2%	.	7.9%
SW480 rereplic	-2.9%	?	-9.3%	.	.

11) CCOC(=O)c1c(C)c(C(=O)NCC2CCCO2)c(C)n1C (stereo unspecified)
12) NS(=O)(=O)c1ccc(CCNC(=O)CN2C(=O)NC(c3ccccc3)(c3ccccc3)C2=O)cc1
13) CCOC(=O)C1CCCN(C(=O)C2CCN(S(=O)(=O)CC)CC2)C1 (stereo unspecified)
14) CC(C)c1nnc(SCC(=O)NCc2ccco2)n1C
15) Cc1c(C(=O)Nc2ccc(-n3c(C)nc4ccccc4c3=O)cc2)cccc1[N+](=O)[O-]
assay / entry	11	12	13	14	15
MCF10A rereplic	-2.6%	0.6%	?	-3.9%	.
HT1080 IDH1KD tx	0.1%	21.8%	6.8%	1.1%	.
KB-V1 MDR tox	-1.1%	2.9%	17.6%	?	14.1%
KB-3-1 cytotox	-2.6%	0.0%	-1.0%	-4.2%	-4.2%
ATXN2 expr inh	-6.5%	0.4%	6.2%	-5.9%	-3.2%
S2 tox	i	i	i	i	i
IL1B secr inh	-7.1	23.3	14.0	5.2	.
HT1080-NT tox	-13.7%[9.24 µM]	7.2%	0.0%	2.2%	.
SW480 rereplic	-0.7%	3.8%	-1.0%	11.7%	.

16) Cc1ccc(/C=N\NC(=O)C2CC(=O)N(c3ccccc3)C2)o1 (stereo unspecified)
17) COC(=O)C1=C(N)Oc2cc(C)n(C)c(=O)c2C1c1ccc(Cl)c(Cl)c1 (stereo unspecified)
18) COc1cc(C2NC(=O)c3c(sc4c3CCN(C)C4)N2)ccc1OC(=O)c1ccccc1 (stereo unspecified)
19) CC1(c2cccc(Br)c2)NC(=O)N(CC(=O)N2CCN(C(=O)c3ccco3)CC2)C1=O (stereo unspecified)
20) COc1cccc(/C=C2\SC(=S)N(CCCC(=O)N3CCCCC3CCO)C2=O)c1 (stereo unspecified)
assay / entry	16	17	18	19	20
MCF10A rereplic	-8.1%	1.9%	.	-4.8%	?
HT1080 IDH1KD tx	20.4%	20.2%	.	-3.1%	-2.9%
KB-V1 MDR tox	-4.3%	-2.1%	7.8%	24.7%	-13.4%
KB-3-1 cytotox	-10.2%	-2.3%	-11.0%	-8.8%	-0.1%
ATXN2 expr inh	15.8%	-12.4%	31.3%	4.5%	.
S2 tox	i	i	i	i	.
IL1B secr inh	.	5.6	.	19.8	-70.2*
HT1080-NT tox	6.3%	18.6%	.	8.4%[9.24 µM]	-8.1%
SW480 rereplic	6.8%	-1.0%	.	-22.0%	2.9%

# From compound 15 up to 17, copied from above:
15) Cc1c(C(=O)Nc2ccc(-n3c(C)nc4ccccc4c3=O)cc2)cccc1[N+](=O)[O-]
16) Cc1ccc(/C=N\NC(=O)C2CC(=O)N(c3ccccc3)C2)o1 (stereo unspecified)
17) COC(=O)C1=C(N)Oc2cc(C)n(C)c(=O)c2C1c1ccc(Cl)c(Cl)c1 (stereo unspecified)
assay / entry	15	16	17
MCF10A rereplic	.	-8.1%	1.9%
HT1080 IDH1KD tx	.	20.4%	20.2%
KB-V1 MDR tox	14.1%	-4.3%	-2.1%
KB-3-1 cytotox	-4.2%	-10.2%	-2.3%
ATXN2 expr inh	-3.2%	15.8%	-12.4%
S2 tox	i	i	i
IL1B secr inh	.	.	5.6
HT1080-NT tox	.	6.3%	18.6%
SW480 rereplic	.	6.8%	-1.0%

# Further records.
21) O=c1[nH]c(CSc2nnc(Cc3ccccc3)o2)nc2ccccc12
22) CC(=O)c1ccc(-c2cccs2)s1
23) CC1CCN(c2ccc3nnc(CCC(=O)Nc4cccc(F)c4)n3n2)CC1
24) Cc1ccc(-n2ncc3c(=O)n(CC(=O)Nc4cccc(Cl)c4)cnc32)cc1C
assay / entry	21	22	23	24
MCF10A rereplic	?	3.1%	8.1%	-4.7%
HT1080 IDH1KD tx	?	11.3%	21.9%	0.2%
KB-V1 MDR tox	?	23.2%	-17.6%	-7.9%
KB-3-1 cytotox	3.1%	14.6%	15.1%	-1.3%
ATXN2 expr inh	-24.3%	-0.6%[11.3 µM]	-21.3%	-17.7%
S2 tox	i	i	i	i
IL1B secr inh	8.3	-3.1	0.0	-8.5
HT1080-NT tox	?	7.6%	-0.3%	-2.1%
SW480 rereplic	-29.1%	?	2.1%	3.3%

# Arranged by SMILES length (largest number first): some entries from above
19) CC1(c2cccc(Br)c2)NC(=O)N(CC(=O)N2CCN(C(=O)c3ccco3)CC2)C1=O (stereo unspecified)
24) Cc1ccc(-n2ncc3c(=O)n(CC(=O)Nc4cccc(Cl)c4)cnc32)cc1C
21) O=c1[nH]c(CSc2nnc(Cc3ccccc3)o2)nc2ccccc12
assay / entry	19	24	21
MCF10A rereplic	-4.8%	-4.7%	?
HT1080 IDH1KD tx	-3.1%	0.2%	?
KB-V1 MDR tox	24.7%	-7.9%	?
KB-3-1 cytotox	-8.8%	-1.3%	3.1%
ATXN2 expr inh	4.5%	-17.7%	-24.3%
S2 tox	i	i	i
IL1B secr inh	19.8	-8.5	8.3
HT1080-NT tox	8.4%[9.24 µM]	-2.1%	?
SW480 rereplic	-22.0%	3.3%	-29.1%

# Screening data from PubChem BioAssay.
